# 14-3-3 PPI: modulators of human 14-3-3 gamma - Raf peptide interaction | P61981 | FP, 14-3-3gamma / TMR-pS259-Raf peptide binding | inhibition, % at 40 µM | actives 0.19% (n = 160,000) | AID 422; in the data active = inhibition above about 30%;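 also: 0% = protein plus tracer without compound and 100% = blank with tracer alone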
# Target sequence (P61981 whole entry, looked up): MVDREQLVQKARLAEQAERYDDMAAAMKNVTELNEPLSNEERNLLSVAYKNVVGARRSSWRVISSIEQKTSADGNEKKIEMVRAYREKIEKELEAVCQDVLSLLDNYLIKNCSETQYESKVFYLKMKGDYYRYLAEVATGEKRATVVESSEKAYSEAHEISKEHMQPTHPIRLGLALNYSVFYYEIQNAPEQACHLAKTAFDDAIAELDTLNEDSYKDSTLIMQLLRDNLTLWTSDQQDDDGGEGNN
# * = called active by the depositor; & = joins results of further samples. This is a subset, so the mix of outcomes need not match the whole.
SMILES,14-3-3 PPI
COc1ccc(-c2nnc(SCCC(=O)O)n2C)cc1OC,10
CC1CCN(C(=O)c2ccccc2NC(=O)c2ccc(Cl)cc2)CC1,-1
CC(=O)N1CCCc2cc(S(=O)(=O)Nc3c(C)cc(C)cc3C)ccc21,-7
COCC(C)NC(=O)c1cc(-c2cccc(Cl)c2)on1 (centres undefined),-2
Cc1ccccc1NC(=O)COc1ccc(N2CC(C(N)=O)CC2=O)cc1 (centres undefined),-6
COC(=O)C(C)Oc1cc2oc(=O)c3c(c2cc1Cl)CCC3 (centres undefined),0
COc1ccc(C2CC(c3ccco3)=Nc3ccccc3S2)cc1OC (centres undefined),-24
CN1C(=O)c2ccccc2C(C(=O)N2CCN(c3ccc([N+](=O)[O-])cc3)CC2)C1c1c[nH]c2ccccc12 (centres undefined),1
O=C(Nc1ccc(C(F)(F)F)cc1)c1cc2cc3ccc(Cl)cc3nc2o1,0
O=C(NC1CCCCC1)C1CCN(C(=O)NCc2ccccc2)CC1,-1
CCOC(=O)c1c(NC(=O)Cn2nc(C(F)(F)F)c3c2CCCC3)sc(C(C)=O)c1C,7
CCOc1ccc(C(=O)Cn2c(=O)n(Cc3cccs3)c(=O)c3cc(Cl)ccc32)cc1Cl,-10
C=CCC1Nc2ccc(C)cc2C=C1c1ccc2cc(C)ccc2n1 (centres undefined),-212
CC(C)(C)C(=O)COC(=O)c1ccc(O)cc1,2
CCOc1ccc(S(=O)(=O)Nc2ccc(O)c(C(=O)O)c2)cc1,-2
O=C(CN1N=C(c2ccccc2)CCC1=O)Nc1cc(C(F)(F)F)ccc1Cl,-4
c1ccc(Cn2nnc3c(N4CCC5(CC4)OCCO5)ncnc32)cc1,1
COc1cc([N+](=O)[O-])ccc1NC(=O)c1cc2ccccc2cc1OC,7
COc1cc2c(cc1OC)C(c1ccc([N+](=O)[O-])cc1)NCC2 (centres undefined),-6
CC(C)(C)C1(O)CC(C(F)(F)F)=NN1C(=O)COc1ccccc1 (centres undefined),-4

# Grouped by structure, those above containing sulfur (6)
SMILES,14-3-3 PPI
COc1ccc(-c2nnc(SCCC(=O)O)n2C)cc1OC,10
CC(=O)N1CCCc2cc(S(=O)(=O)Nc3c(C)cc(C)cc3C)ccc21,-7
COc1ccc(C2CC(c3ccco3)=Nc3ccccc3S2)cc1OC (centres undefined),-24
CCOC(=O)c1c(NC(=O)Cn2nc(C(F)(F)F)c3c2CCCC3)sc(C(C)=O)c1C,7
CCOc1ccc(C(=O)Cn2c(=O)n(Cc3cccs3)c(=O)c3cc(Cl)ccc32)cc1Cl,-10
CCOc1ccc(S(=O)(=O)Nc2ccc(O)c(C(=O)O)c2)cc1,-2

# The listing picks up; the 3 compounds before the break are reprinted first.
SMILES,14-3-3 PPI
COc1cc([N+](=O)[O-])ccc1NC(=O)c1cc2ccccc2cc1OC,7
COc1cc2c(cc1OC)C(c1ccc([N+](=O)[O-])cc1)NCC2 (centres undefined),-6
CC(C)(C)C1(O)CC(C(F)(F)F)=NN1C(=O)COc1ccccc1 (centres undefined),-4
O=S(=O)(c1ccc(Br)cc1)N1CCSC1c1ccccc1Cl (centres undefined),9
CN1c2ccccc2C(C)(C)C12CCCC(=O)N2 (centres undefined),-3
CCCOc1ccc2c(C)c(CC(=O)OC)c(=O)oc2c1,2
O=C(CCCc1nc(-c2ccccc2)no1)N1CCOCC1,-3
Cc1ccc2c(c1)C(c1ccc(F)cc1)N(C(=O)c1cccc(Cl)c1)CC(=O)N2 (centres undefined),-11
O=C(CSc1nc(-c2ccc(F)cc2)cc(C(F)(F)F)n1)NCCN1CCOCC1,4
Cc1cccc(NC(=O)c2cc(N3CCCCC3)nc3ccccc23)c1,-5
O=C(Nc1ccc(Cl)cn1)Nc1cccs1,5
COc1cc(C(=O)Nc2nc3c(cc4c5c(cccc53)CC4)s2)cc(OC)c1OC,-24
O=C(CN1C(=O)CSc2ccc(S(=O)(=O)N3CCCCC3)cc21)NCc1ccc(F)cc1,-3
CCOC(=O)C1=C(C)NC2=C(C(=O)C(C(=O)OCC)C(c3ccccc3OC)C2)C1c1cccnc1 (centres undefined),-2
CC(=O)C1=C(O)C(=O)N(c2nc3ccccc3s2)C1c1ccc(Cl)cc1 (centres undefined),-35
O=C(CSCCO)Nc1cccc(C(F)(F)F)c1,-4
CCOc1ccc(NC(=O)c2ccc(Cn3c(=O)[nH]c4ccsc4c3=O)cc2)cc1,-16
Nc1cc(C(=O)O)ccc1N1CCOCC1,-5
COc1ccc(COCC(O)CN2CCOCC2)cc1OC (centres undefined),3&1
Cc1ccc(-c2nnn(CC(=O)Nc3ccc(S(=O)(=O)N4CCC(C)CC4)cc3)n2)cc1,-4
Cc1ccc(C2=CC(c3ccccc3)n3ncnc3N2)cc1 (centres undefined),2
CCN(CC)S(=O)(=O)c1ccc(C(=O)N=c2sc3cc(Br)ccc3n2C)cc1,-2
CC1CCc2c(sc(NC(=O)CCN3CCCCCC3)c2C#N)C1 (centres undefined),-7
COc1cc(OC)c(N2C(=O)NC3CC2(C)Oc2ccc([N+](=O)[O-])cc23)cc1Cl (centres undefined),-2
O=C(O)CCC(=O)N1N=C(c2cccs2)CC1c1cc2ccccc2nc1Cl (centres undefined),-8
COc1ccc2c(C)nc(N=C(NC(=O)c3ccccc3)NC(=O)c3ccccc3)nc2c1,-4
Clc1ccc2nc(NCc3ccccc3)nc(-c3ccccc3)c2c1,-10
O=C(Nc1cc(Sc2ccccc2)cc([N+](=O)[O-])c1)C(C(F)(F)F)C(F)(F)F,-4
COc1ccc(Sc2ccc(C(=O)N3CCN(C)CC3)cc2[N+](=O)[O-])cc1,0
O=C(CSC1=Nc2ccccc2C2=NC(c3ccccc3)C(=O)N12)NCc1ccco1 (centres undefined),-12
C=CCNS(=O)(=O)c1ccc(F)c(C(=O)Nc2ccc(C)cc2)c1,-5
COc1ccc(NCc2nnc(SCC(=O)N3CCCc4ccccc43)n2C)cc1,-5
COc1ccc(/C=N/n2cncn2)cc1CSc1ccccn1,-1
CCOC(=O)CNC(=O)CSc1ncnc2c1nnn2-c1ccc(F)cc1,-5
O=C(CCSCCC(=O)NCCN1CCOCC1)NCCN1CCOCC1,1
CN(C)S(=O)(=O)N1CCc2ccccc2C1,1&1
CC1CCCCN1C(=O)c1cc2c(=O)n(C)c3ccccc3c2s1 (centres undefined),-11
CSc1nc2[nH]c3c(c2c2nnnn12)CCCC3,0
Fc1ccccc1C1C=C(c2cccs2)Nc2nc3ccccc3n21 (centres undefined),-78
Cc1noc(C)c1S(=O)(=O)N(CC(=O)O)c1ccc2c(c1)OCO2,-9
CN(C)S(=O)(=O)c1cccc(C(=O)Nc2cccnc2)c1,-5
CCCCCOc1ccc(C(=O)NC(C(=O)O)C(C)C)cc1 (centres undefined),3
COc1ccc(-c2[nH]ncc2Oc2ccccc2OC)c(O)c1,-5

# Single entries from the entries so far:
# 14-3-3 PPI, O=C(Nc1ccc(Cl)cn1)Nc1cccs1 reads 5
# 14-3-3 PPI, CC(=O)N1CCCc2cc(S(=O)(=O)Nc3c(C)cc(C)cc3C)ccc21 reads -7
# 14-3-3 PPI, CN(C)S(=O)(=O)c1cccc(C(=O)Nc2cccnc2)c1 reads -5

# (cont.)
SMILES,14-3-3 PPI
CCc1ccccc1-n1c(C)nc2cc(C(=O)NCc3ccccc3OC)ccc21,-12
O=C(Nc1ccc(Cl)cc1)c1c(Cl)nsc1Cl,5
CC(C)(C(=O)O)c1ccc(C(O)CCCN2CCC(C(O)(c3ccccc3)c3ccccc3)CC2)cc1 (centres undefined),-1
COc1ccc(Cl)cc1N1C(=O)CSC1c1ccc(F)cc1 (centres undefined),3
CCOC(=O)c1ccc(NC(=O)Cn2nnc3ccccc32)cc1,-5
Cc1c(Cl)c(=O)oc2c(C)c(OCC(=O)N3CCCCC3)ccc12,-15
Cc1ccc(C(=O)Nc2cccc3nsnc23)cc1,-40
COC(=O)C1=C(C)Nc2ncnn2C1c1ccc(OCc2ccccc2)c(OC)c1 (centres undefined),-6
O=C(Nc1nc2ccccc2n1CCN1CCCCC1)C1CCCCC1,-3
COCCNC(=O)CCCn1c(=O)[nH]c2ccsc2c1=O,0
O=C(Cn1ncc2c(=O)oc3ccccc3c21)N1CCC(N2CCCCC2)CC1,-7
CCc1ccc2nc(NC3=NCN(CCN4CCOCC4)CN3)nc(C)c2c1,-1
Oc1ccccc1-c1n[nH]c(=S)o1,-8
O=[N+]([O-])c1cccc(-c2nc(S(=O)(=O)c3ccccc3)c(NCc3ccccc3)o2)c1,1
NS(=O)(=O)c1ccc(N=C2NC(=O)C(CC(=O)Nc3ccc(Br)cc3)S2)cc1 (centres undefined),-20
Cc1ccc(S(=O)(=O)N2CCCC2CO)cc1 (centres undefined),2&2
CCCCNC(=O)C1CCC(Cn2c(=S)[nH]c3ccsc3c2=O)CC1 (centres undefined),1
CC(=O)N1CCc2cc(S(=O)(=O)Nc3cccc(C(F)(F)F)c3)ccc21,-5
CC(C(=O)NCc1ccc2c(c1)OCO2)C1Sc2ccccc2NC1=O (centres undefined),-332
CCCCCCn1c(N2CCN(c3ccccc3)CC2)nc2c1c(=O)n(C)c(=O)n2C,-6
C=CCSc1nnc2c(n1)OC(c1cc(Br)c(OC(C)=O)c(OC)c1)N(C(C)=O)c1ccccc1-2 (centres undefined),-4
CCCC(c1nnnn1C1CCCCC1)N1CCN(c2ncccn2)CC1 (centres undefined),-2
COc1ccc([N+](=O)[O-])cc1N=Cc1ccc(N(C)C)cc1,-5
CN(CCCNC(=O)c1ccc2c(c1)[nH]c(=S)n1c3ccccc3nc21)Cc1ccccc1,-106
CCOC(=O)C1=C(CC)NC2=C(C(=O)CCC2)C1c1cccc([N+](=O)[O-])c1 (centres undefined),-13
CC1CCc2cc(F)ccc2N1C(=O)CN1C(=O)c2ccccc2C1=O (centres undefined),5&-13
Cc1cc(C)c2c(=O)n(-c3ccccc3)[nH]c2n1,-1
Cc1ccc(S(=O)(=O)NCCNS(=O)(=O)c2ccccc2[N+](=O)[O-])c([N+](=O)[O-])c1,0
CC(C)(C)c1cc(CNC2CS(=O)(=O)C[C@@H]2O)cc(C(C)(C)C)c1O (some centres undefined),0
COC(=O)c1ccc2c(c1)NC(=O)C(N1CCCCC1)S2 (centres undefined),-4&-5
Cc1c(Cl)c([N+](=O)[O-])nn1CCCC(=O)Nc1ccccc1C(F)(F)F,-5
Cc1ccc(C2NC(=O)c3c(sc4c3CCC(C(C)(C)C)C4)N2)cc1 (centres undefined),2
CCOC(=O)CSc1nc(N2CCCCC2)c2c(c1C#N)CCCC2,-3
Clc1ccc(Cl)c2sc(N3CCCC3)nc12,-3
Cc1ccc2cc(CN(CC3CCCO3)C(=O)NC3CCCCC3)c(=O)[nH]c2c1C (centres undefined),-9
Cc1cc(N2C(=O)C3CC=CCC3C2=O)ccc1Br (centres undefined),0
COc1ccc(NC(=O)C2CC(=O)N(c3ccc(C)cc3)C2)cc1 (centres undefined),2
CC1(C)CC(=O)C2=C(C1)OC(c1cccs1)C(C#N)=C2N (centres undefined),-4
Nc1c(C(=O)N2CCCC2)sc(=S)n1CCc1ccccc1,-1
N#CCSc1nnc(-c2ccccc2O)n1CCc1ccccc1,4
COC(=O)c1cc2c(=O)n3ccccc3nc2n(CCCO)c1=N,-4
COc1cc(-n2c(C)nc3cc(C(=O)NCCc4ccccc4)ccc32)cc(OC)c1OC,-37
COc1ccc(C(=O)N2CCN(CC=Cc3ccccc3)CC2)cc1,0
O=[N+]([O-])c1cc(Br)cc(C=Nc2ccc3nc(-c4ccc(F)cc4)[nH]c3c2)c1O,-212
CC(C)(C)c1nnc2sc(SCC(=O)N3CCCc4ccccc43)nn2c1=O,-6
Cc1ccc(Nc2ncc(C(=O)NCc3ccccn3)c3ccccc23)cc1Cl,-15
COc1ccccc1C(=O)Oc1c(Sc2ccc(C)cc2)c(C)nn1C(C)(C)C,7
CCOC(=O)CNC(=O)c1cc2c(n(-c3ccc(OC)cc3)c1=O)CC(C)(C)CC2=O,-4
CCCCOC(=O)c1cccc(N2C(=O)c3ccc(C(=O)O)cc3C2=O)c1,7
O=C(C1CCCN(S(=O)(=O)c2ccccc2)C1)N1CCCc2ccccc21 (centres undefined),9
O=C1c2[nH]nc(-c3ccccc3O)c2C(c2ccccc2)N1Cc1ccco1 (centres undefined),-5
O=C(Nc1ccc(Oc2ccc(Oc3ccc(NC(=O)C(F)(F)F)cc3)cc2)cc1)C(F)(F)F,1
CC1(C)C(=O)C2(CCCCC2)C(=O)OC1c1ccccc1[N+](=O)[O-] (centres undefined),-6
O=C(OCC1CCCN2CCCCC12)c1cc2cc(Br)ccc2oc1=O (centres undefined),4
CC1CCN(S(=O)(=O)c2ccc3nc(-c4cccnc4)cc(C(=O)NCCc4ccccc4)c3c2)CC1,-18
CCOc1ccc(NC(=O)CN2CCN(CC(=O)Nc3ccc4c(c3)OCO4)CC2)cc1,-5
CCc1nc2cc(Cl)c(Cl)cc2[nH]1,-9
O=c1oc2ccccc2cc1-c1nc(-c2ccc(Br)cc2)cs1,-28
CC(C)NC(=O)c1ccc2c(=O)n(C3CCCC3)c(=S)[nH]c2c1,-1&-2
CCCOC(=O)Nc1ccc(C(N)=O)cc1,0

# Carrying on:
SMILES,14-3-3 PPI
CC1CC(C)CN(C(=O)CN2C(=O)c3ccccc3S2(=O)=O)C1 (centres undefined),-6
O=C(Cn1cnc2ccccc21)Nc1ccc([N+](=O)[O-])cc1,-12
COCCn1c(=N)c(C(N)=S)cc2c(=O)n3cccc(C)c3nc21,-9
COc1ccc(N2CCN(C(=O)c3ccc4nc5ccc(Cl)cc5c(=O)n4c3)CC2)cc1,-7
Cc1ccc2c(c1)N(CC(=O)N1CCN(c3nc4ccccc4s3)CC1)C(=O)C(C)O2 (centres undefined),-12
CC(C)OC(=O)c1ccc2c(c1)C(=O)N(c1ccc(N)cc1)C2=O,-7

# Arranged by heavy-atom count (ascending): some entries from above.
SMILES,14-3-3 PPI
O=C(Cn1cnc2ccccc21)Nc1ccc([N+](=O)[O-])cc1,-12
CC1CC(C)CN(C(=O)CN2C(=O)c3ccccc3S2(=O)=O)C1 (centres undefined),-6
COc1ccc(N2CCN(C(=O)c3ccc4nc5ccc(Cl)cc5c(=O)n4c3)CC2)cc1,-7
